Screens (PubChem BioAssay)
Rv3671c inh: inhibitors of M. tuberculosis serine protease Rv3671c; inhibition, % at 5.96 µM; 320,000 compounds, 0.048% hits; AID 2606; in the data active means inhibition above about 38%;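 further: extracellular domain of Rv3671c used as enzyme; 0% = enzyme with DMSO and 100% = no enzyme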
Target sequence (P9WHR9 whole entry, looked up, the tested form may be a part): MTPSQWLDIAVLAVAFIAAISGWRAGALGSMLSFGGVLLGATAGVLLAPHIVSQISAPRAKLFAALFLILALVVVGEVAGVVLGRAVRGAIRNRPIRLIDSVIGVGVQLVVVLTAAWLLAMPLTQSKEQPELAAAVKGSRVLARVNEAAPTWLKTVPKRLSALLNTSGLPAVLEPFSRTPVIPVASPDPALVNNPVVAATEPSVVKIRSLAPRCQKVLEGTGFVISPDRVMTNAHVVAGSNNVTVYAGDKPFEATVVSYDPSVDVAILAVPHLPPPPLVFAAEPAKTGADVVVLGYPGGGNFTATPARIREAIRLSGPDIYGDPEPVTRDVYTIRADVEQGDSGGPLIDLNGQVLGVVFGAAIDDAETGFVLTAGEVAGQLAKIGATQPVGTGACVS
PrPC surface inh: cell surface PrPC inhibition, primary TR-FRET screen; P04156; TR-FRET read-out; inhibition, % at 13.8 µM; 370,000 compounds, 0.43% hits; AID 720596; in the data active means inhibition above about 24%; further: 0% = median of the test wells and 100% = reference compound wells
PriA SSB inh: K. pneumoniae PriA-SSBct interaction inhibition; AlphaScreen SSBct-PriA binding, biotinylated peptide; AID 1272365; 430,000 compounds, 0.6% hits; inhibition, % at 33 µM; in the data active means inhibition mostly above about 37%, no sharp cut-off; inactive means mostly below about 20%;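 further: plate controls were negative control peptide for no effect and reference peptide for full effect; strong numbers were not always called active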
CCHFV vOTU inh: blocks the CCHF virus ovarian tumor domain protease. CCHFV vOTU protease, Pep-AMC fluorescence. inhibition, % at 11.5 µM. 370,000 compounds, 0.55% hits; in the data active means inhibition above about 30%; further: 0% = vehicle wells with enzyme and 100% = no enzyme wells
Anthrax LF inh2: inhibitors of Bacillus anthracis lethal factor protease; P15917; multiplex microsphere protease cleavage assay, LF; inhibition, % at 10 µM; 360,000 compounds, 0.12% hits; further: plate controls were buffer without enzyme for full effect and enzyme alone for no effect
BoNT F protease: blocks Botulinum neurotoxin F light chain protease. 360,000 compounds, 0.22% hits. Multiplex microsphere protease cleavage assay, flow cytometry. inhibition, % at 10 µM; in the data active means inhibition above about 35%, passing the limit was not always enough; inconclusive means no clear call, values can overlap the other calls; further: plate controls were buffer without enzyme for full effect and enzyme alone for no effect
3CLpro inhibitor: SARS-CoV 3CLpro protease inhibition | P0C6X7 | recombinant SARS-CoV 3CLpro, quenched FRET peptide cleavage | inhibition, % at 6 µM | 290,000 compounds, 0.14% hits; in the data active means inhibition above about 12%
BoNT A protease: blocks Botulinum neurotoxin A light chain protease. multiplex microsphere protease substrate cleavage, flow cytometry. inhibition, % at 10 µM. 360,000 compounds, 0.17% hits. AID 588499; further: plate controls were buffer without enzyme for full effect and enzyme alone for no effect
MazF activator: MazEF (E. coli) toxin RNase activation; FAM/BHQ RNA-DNA oligo cleavage fluorescence, 5 h; activation, % at 20 µM; 350,000 compounds, 0.32% hits; AID 504720; in the data active means activation above about 50%
Target sequence (P0AE70 whole entry, looked up): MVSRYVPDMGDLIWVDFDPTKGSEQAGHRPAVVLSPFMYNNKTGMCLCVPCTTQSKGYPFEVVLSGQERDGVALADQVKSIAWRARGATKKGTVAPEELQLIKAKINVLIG
VHR inh abs: inhibitors of human VHR1 phosphatase (DUSP3); P51452; recombinant VHR phosphatase, pNPP absorbance; inhibition, % at 13.3 µM; 290,000 compounds, 0.52% hits; AID 1654; in the data active means inhibition above about 50%; further: some compounds called inactive have numbers as strong as hits
Target sequence (P51452 whole entry, looked up): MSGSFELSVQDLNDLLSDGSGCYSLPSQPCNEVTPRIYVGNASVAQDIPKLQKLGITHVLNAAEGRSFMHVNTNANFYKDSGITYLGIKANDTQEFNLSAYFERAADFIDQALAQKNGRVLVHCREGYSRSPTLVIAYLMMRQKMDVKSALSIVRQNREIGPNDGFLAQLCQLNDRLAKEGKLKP
Active calls of the source: *; & = joins results of further samples. Unless noted, no stated cut-off is given here; in the data, active means inhibition above about 30%; inconclusive means no clear call, values can overlap the other calls; inactive means below that.

Results for COc1ccc(S(=O)(=O)N2CCC(C(=O)NCCC(=O)Nc3ccccc3OC)CC2)cc1 ?
PrPC surface inh: -3; CCHFV vOTU inh: -4; Anthrax LF inh2: 1; BoNT F protease: -4; BoNT A protease: 0.0; MazF activator: -3

Results for Cc1csc(NC(=O)CSc2nnc3ncccn23)n1 ?
Rv3671c inh: -13; PrPC surface inh: 15; PriA SSB inh: -5; CCHFV vOTU inh: 16; Anthrax LF inh2: 0; BoNT F protease: -6; 3CLpro inhibitor: -3; BoNT A protease: -4.3; MazF activator: 4; VHR inh abs: 2

What do the screens show for `COCCNC(=O)C(c1ccc(C)cc1)N(CCOC)C(=O)CCC(=O)Nc1ccccn1` (configuration not stated)?
Rv3671c inh: -16; PrPC surface inh: -2; PriA SSB inh: -9; CCHFV vOTU inh: 1; Anthrax LF inh2: -1; BoNT F protease: 2; 3CLpro inhibitor: 0; BoNT A protease: -1.4; MazF activator: -1; VHR inh abs: 16

What do the screens show for `CC(C)C(C)(C#N)NC(=O)CSc1nnc(C(F)(F)F)n1C` (configuration not stated)?
Rv3671c inh: 2; PrPC surface inh: -6; PriA SSB inh: -2; CCHFV vOTU inh: 6; Anthrax LF inh2: 0; BoNT F protease: 3; 3CLpro inhibitor: 1; BoNT A protease: 0.1; MazF activator: -5; VHR inh abs: 7

Results for COC(=O)c1ccc(C2C(Oc3ccccc3)C(=O)N2CCc2ccc(OC)c(OC)c2)cc1 (configuration not stated) ?
Rv3671c inh: -5; PrPC surface inh: -7; PriA SSB inh: -13; CCHFV vOTU inh: -10; Anthrax LF inh2: 1; BoNT F protease: 2; 3CLpro inhibitor: -2; BoNT A protease: 0.0; MazF activator: -4; VHR inh abs: -4

Results for Cn1cnnc1SCc1ccc(C(=O)N/N=C/c2cccs2)cc1 ?
Rv3671c inh: -4; PrPC surface inh: -6; CCHFV vOTU inh: 20; Anthrax LF inh2: -4; BoNT F protease: -2; 3CLpro inhibitor: 7; BoNT A protease: -1.1; MazF activator: -5; VHR inh abs: 33

What do the screens show for `Cc1ccc(C)c2[nH]c(=O)c(CN(Cc3ccco3)C(=O)Nc3ccccc3)cc12`?
Rv3671c inh: -18; PriA SSB inh: 5; Anthrax LF inh2: -1; BoNT F protease: -6; 3CLpro inhibitor: -2; BoNT A protease: -0.3; MazF activator: -4; VHR inh abs: -3

Results for CC1(C(=O)NS(=O)(=O)c2ccccc2)CCN1C(=O)CC1CCCC1 (configuration not stated) ?
PrPC surface inh: -4; CCHFV vOTU inh: 3; Anthrax LF inh2: -3; BoNT F protease: -3; BoNT A protease: -0.1

Results for CCc1ccc(NC(=O)Nn2cnnc2)cc1 ?
Rv3671c inh: -2; PrPC surface inh: 1; PriA SSB inh: -8; CCHFV vOTU inh: -13; Anthrax LF inh2: -1; BoNT F protease: 3; 3CLpro inhibitor: 1; BoNT A protease: 1.3; MazF activator: 4; VHR inh abs: 2

How did O=C(NCCC1=CCCCC1)C1COc2ccccc2O1 (configuration not stated) do in these assays?
Rv3671c inh: -2; PrPC surface inh: 1; PriA SSB inh: -21; CCHFV vOTU inh: 2; Anthrax LF inh2: 0; BoNT F protease: -10; 3CLpro inhibitor: 2; BoNT A protease: -0.3; MazF activator: -5; VHR inh abs: 15

Results for CC1CN(C(=O)CCC(=O)NCCCN2C(C)CCCC2C)c2ccccc2O1 (configuration not stated) ?
Rv3671c inh: 2; PrPC surface inh: -2; PriA SSB inh: -7; CCHFV vOTU inh: -4; Anthrax LF inh2: -2; BoNT F protease: -4; 3CLpro inhibitor: -7; BoNT A protease: -0.9; MazF activator: 13; VHR inh abs: 53*

How did O=C(/C=C/Nc1ccc(Cc2ccc(N/C=C/C(=O)C(F)(F)F)cc2)cc1)C(F)(F)F do in these assays?
Rv3671c inh: 5; PrPC surface inh: -2; PriA SSB inh: 2; CCHFV vOTU inh: 12; Anthrax LF inh2: -1; BoNT F protease: 4; 3CLpro inhibitor: 5; BoNT A protease: 0.8; MazF activator: -2; VHR inh abs: 10

Results for CCOC(=O)N1CCN(C(=O)CN(c2cc(C(F)(F)F)ccc2Cl)S(C)(=O)=O)CC1 ?
Rv3671c inh: 2; PrPC surface inh: -2; PriA SSB inh: -15; CCHFV vOTU inh: -13; Anthrax LF inh2: 3; BoNT F protease: -2; 3CLpro inhibitor: -4; BoNT A protease: -0.9; MazF activator: 5; VHR inh abs: 8

What do the screens show for `CSc1c(-c2ccccn2)c(N)nn1C(=O)C1CC1`?
Rv3671c inh: 4; PrPC surface inh: -5; PriA SSB inh: -15; CCHFV vOTU inh: 3; Anthrax LF inh2: 26; BoNT F protease: inconclusive; 3CLpro inhibitor: 1; BoNT A protease: inconclusive; MazF activator: -2; VHR inh abs: 36

How did C=CCN1C(=O)C(CC(=O)O)SC1=Nc1ccc(C(=O)O)cc1 (configuration not stated) do in these assays?
Rv3671c inh: -6; PrPC surface inh: 2; PriA SSB inh: -10; CCHFV vOTU inh: -5; Anthrax LF inh2: -3; BoNT F protease: -4; 3CLpro inhibitor: 4; BoNT A protease: -0.6; MazF activator: 6; VHR inh abs: 5

How did O=C1Nc2ccccc2C(=O)N2[C@H](c3cccc(Br)c3)[C@@H]3C(=O)N(Cc4ccccc4)C(=O)[C@@H]3[C@H]12 do in these assays?
Rv3671c inh: -2; PrPC surface inh: 4; PriA SSB inh: 5; CCHFV vOTU inh: 0; Anthrax LF inh2: -10; BoNT F protease: 4; 3CLpro inhibitor: 5; BoNT A protease: 0.6; MazF activator: -1; VHR inh abs: 24

What do the screens show for `O=c1[nH]c2ccccc2c(O)c1-c1ccccc1`?
Rv3671c inh: -6; PrPC surface inh: -4; PriA SSB inh: -13; CCHFV vOTU inh: -3; Anthrax LF inh2: 1; BoNT F protease: 0; BoNT A protease: -0.5; MazF activator: 8; VHR inh abs: 10

Results for COc1cccc(OCCOc2ccc(/C=C3\C(=N)N4N=C(S(C)(=O)=O)SC4=NC3=O)cc2OC)c1 ?
PrPC surface inh: 10; PriA SSB inh: -1; CCHFV vOTU inh: 16; Anthrax LF inh2: 3; BoNT F protease: -10; 3CLpro inhibitor: 1; BoNT A protease: -3.8; MazF activator: -4; VHR inh abs: -6

What do the screens show for `O=C1CCC(C(=O)N2CCCC(C(=O)c3ccc4ccccc4c3)C2)=NN1` (configuration not stated)?
Rv3671c inh: -14; PrPC surface inh: -1; PriA SSB inh: 3; CCHFV vOTU inh: -17; Anthrax LF inh2: -2; BoNT F protease: -1; 3CLpro inhibitor: -6; BoNT A protease: 1.1; MazF activator: 1; VHR inh abs: 50*

What do the screens show for `CCNC(=O)C1(C)CCN(C(=O)c2ccc(C#N)cc2)C1` (configuration not stated)?
PrPC surface inh: 3; CCHFV vOTU inh: -20; Anthrax LF inh2: -2; BoNT F protease: -11; BoNT A protease: -0.6

How did Cc1cccc(NC(=O)c2cccc(C(=O)Nc3cccc(C)n3)c2)n1 do in these assays?
Rv3671c inh: -6; PrPC surface inh: -2; PriA SSB inh: -5; CCHFV vOTU inh: 9; Anthrax LF inh2: -7; BoNT F protease: -17; 3CLpro inhibitor: -6; BoNT A protease: -1.2; MazF activator: 1; VHR inh abs: 20

How did Cc1ccc(-c2nnnn2C2C/C(=N\NC(N)=S)C3OCC2O3)cc1 (configuration not stated) do in these assays?
Rv3671c inh: 0; PrPC surface inh: 1; CCHFV vOTU inh: -14; Anthrax LF inh2: -5; BoNT F protease: -3; 3CLpro inhibitor: 4; BoNT A protease: -0.5; MazF activator: 13; VHR inh abs: 24

What do the screens show for `COCCn1cnc2c1c(=O)n(Cc1ccccc1C#N)c(=O)n2Cc1ccccc1`?
Rv3671c inh: 7; PrPC surface inh: 7; PriA SSB inh: -11; CCHFV vOTU inh: -11; Anthrax LF inh2: -4; BoNT F protease: -4; 3CLpro inhibitor: -2; BoNT A protease: -0.2; MazF activator: -1; VHR inh abs: 41

How did O=C(Nc1ccc(Nc2ccccc2)cc1)c1cc([N+](=O)[O-])ccc1Cl do in these assays?
Rv3671c inh: 15; PrPC surface inh: -20; PriA SSB inh: 34; CCHFV vOTU inh: -2; Anthrax LF inh2: -11; BoNT F protease: inconclusive; 3CLpro inhibitor: 3; BoNT A protease: 2.0; MazF activator: 14; VHR inh abs: 13

Of the compounds above, these contain a Cl atom:
Results for CCOC(=O)N1CCN(C(=O)CN(c2cc(C(F)(F)F)ccc2Cl)S(C)(=O)=O)CC1 ?
Rv3671c inh: 2; PrPC surface inh: -2; PriA SSB inh: -15; CCHFV vOTU inh: -13; Anthrax LF inh2: 3; BoNT F protease: -2; 3CLpro inhibitor: -4; BoNT A protease: -0.9; MazF activator: 5; VHR inh abs: 8

How did O=C(Nc1ccc(Nc2ccccc2)cc1)c1cc([N+](=O)[O-])ccc1Cl do in these assays?
Rv3671c inh: 15; PrPC surface inh: -20; PriA SSB inh: 34; CCHFV vOTU inh: -2; Anthrax LF inh2: -11; BoNT F protease: inconclusive; 3CLpro inhibitor: 3; BoNT A protease: 2.0; MazF activator: 14; VHR inh abs: 13

Later entries
What do the screens show for `Nc1nc2c(Cl)cc(Cl)cc2s1`?
Rv3671c inh: -1; PrPC surface inh: 5; PriA SSB inh: 2&-2; CCHFV vOTU inh: -5; Anthrax LF inh2: 1; BoNT F protease: -3; 3CLpro inhibitor: 1; BoNT A protease: 0.0; MazF activator: -9; VHR inh abs: 20

How did CC(=O)Nc1ccc(NC(=O)C2CCN(C(=O)c3ccc([N+](=O)[O-])cc3)CC2)cc1 do in these assays?
Rv3671c inh: 11; PrPC surface inh: -34; PriA SSB inh: -6; CCHFV vOTU inh: 8; Anthrax LF inh2: -1; BoNT F protease: -3; 3CLpro inhibitor: 3; BoNT A protease: -0.1; MazF activator: 0; VHR inh abs: 18

How did CCCNC(=O)COC(=O)c1ccc(OCC(=O)Nc2ccccc2OC)c(OC)c1 do in these assays?
Rv3671c inh: 3; PrPC surface inh: 6; PriA SSB inh: -14; CCHFV vOTU inh: -8; Anthrax LF inh2: 0; BoNT F protease: 10; 3CLpro inhibitor: 1; BoNT A protease: 0.6; MazF activator: -32; VHR inh abs: -5

Results for c1ccc(-c2csc3ncnc(NCCN4CCOCC4)c23)cc1 ?
Rv3671c inh: -6; PrPC surface inh: 10; PriA SSB inh: -3; CCHFV vOTU inh: 13; Anthrax LF inh2: 0; BoNT F protease: -2; 3CLpro inhibitor: -4; BoNT A protease: -1.3; MazF activator: 10; VHR inh abs: -11

Results for CC(NS(=O)(=O)c1ccc(Cl)c(Cl)c1)C(=O)OCC(=O)N1CCCCCC1 (configuration not stated) ?
Rv3671c inh: 1; PrPC surface inh: -3; PriA SSB inh: -6; CCHFV vOTU inh: 5; Anthrax LF inh2: -3; BoNT F protease: 3; BoNT A protease: -1.0; MazF activator: 7

What do the screens show for `COc1ccc(S(=O)(=O)N(C)CC(=O)NCCC2=CCCCC2)cc1`?
Rv3671c inh: 1; PrPC surface inh: 9; PriA SSB inh: -1; CCHFV vOTU inh: 23; Anthrax LF inh2: 2; BoNT F protease: -8; 3CLpro inhibitor: -1; BoNT A protease: 0.0; MazF activator: 2; VHR inh abs: 15

Results for CC(C)NS(=O)(=O)c1ccc(Oc2ncc(C(F)(F)F)cc2Cl)cc1 ?
Rv3671c inh: 14; PrPC surface inh: 10; PriA SSB inh: -1; CCHFV vOTU inh: 14; Anthrax LF inh2: -7; BoNT F protease: -6; 3CLpro inhibitor: -3; BoNT A protease: 0.0; MazF activator: 3; VHR inh abs: -13

How did Cc1ccc(NC(=O)CSCc2cc(=O)n3ccsc3n2)c(C)c1 do in these assays?
Rv3671c inh: -3; PrPC surface inh: -1; PriA SSB inh: -4; CCHFV vOTU inh: 11; Anthrax LF inh2: 2; BoNT F protease: 3; 3CLpro inhibitor: 5; BoNT A protease: 0.1; MazF activator: -1; VHR inh abs: -9

What do the screens show for `Cc1cc(C)n(-c2nc3ccccc3c(=O)n2OCC(=O)OCc2ccccc2)n1`?
PrPC surface inh: 3; PriA SSB inh: -15; CCHFV vOTU inh: 8; Anthrax LF inh2: 1; BoNT F protease: 5; 3CLpro inhibitor: 1; BoNT A protease: -0.6; MazF activator: 9; VHR inh abs: -17

A portion of the library; rates above refer to the full screens.
